From PubChem
NPY Y2 blocker: blocks the human neuropeptide Y Y2 receptor. NPY-Y2 expressing cells, antagonist mode. inhibition, % at 2.7 µM. 140,000 compounds, 0.99% hits; in the data active = inhibition above about 17%;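 also: 0% = vehicle with agonist challenge and 100% = reference antagonist with challenge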
Target sequence (P49146 whole entry, looked up): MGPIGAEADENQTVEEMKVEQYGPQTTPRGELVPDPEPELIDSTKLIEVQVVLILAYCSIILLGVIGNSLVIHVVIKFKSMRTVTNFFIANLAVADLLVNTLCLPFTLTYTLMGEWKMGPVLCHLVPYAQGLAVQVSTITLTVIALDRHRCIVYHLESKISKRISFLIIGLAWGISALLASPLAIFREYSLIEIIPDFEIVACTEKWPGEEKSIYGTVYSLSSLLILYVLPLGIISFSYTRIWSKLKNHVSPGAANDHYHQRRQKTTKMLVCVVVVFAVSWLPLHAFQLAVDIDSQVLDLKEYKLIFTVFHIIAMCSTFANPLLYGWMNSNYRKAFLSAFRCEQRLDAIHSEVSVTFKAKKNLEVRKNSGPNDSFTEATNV
Yeast lifespan up: yeast lifespan extension; S. cerevisiae growth with nicotinamide, OD615; deaD strain in restrictive glucose medium; 130,000 compounds, 0.68% hits; inhibition of the nicotinamide effect, % at 10 µM;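 active = inhibition above a set limit, placed 3 SD over the median of all compounds, cut at about 26% in these data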;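 also: 0% = nicotinamide-treated wells and 100% = cells grown without nicotinamide; some compounds called inactive have numbers as strong as hits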
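Measured by: optical density (absorbance) at 615 nm; System: modified budding yeast, DeaD strain; Medium: restrictive CSMM-D dextrose medium; Timing: 4 h preincubation then 48 h treatment at 30 °C.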
Measles CPE: protection of cells from measles virus. Measles virus-infected cells, CPE protection, absorbance. protection (pct of control), % at 4 µM. 140,000 compounds, 1.5% hits. AID 841; in the data active = protection mostly above about 24%, no sharp cut-off; inactive = mostly below about 26%; also: some compounds called inactive have numbers as strong as hits
BB579 growth dn: yeast BB579 growth reduction in restrictive medium. S. cerevisiae BB579 growth, OD615, 48 h. inhibition, % at 10 µM. AID 804. 140,000 compounds, 0.51% hits;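 active = inhibition above a set limit, 3 SD over the mean compound inhibition, cut at about 44% in these data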; also: inactives centre near -24
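test system = yeast BB579 (DeaD) | buffer or medium = restrictive CSMM-D medium | doses = single compound dose of 10 µM, 0.25% DMSO final | times = 4 h preincubation and 48 h exposure at 30 °C | technique = culture absorbance at 615 nm | benchmarks = amphotericin B 10 µg/mL, positive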
Phagocytosis inh: inhibitors of macrophage phagocytosis. J774A.1 macrophage IgG-bead phagocytosis, imaging. inhibition, % at 5 µM. 110,000 compounds, 0.07% hits. AID 1029;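 active = inhibition above the mean of the plate negative controls plus 5 SD, cut at about 13% in these data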;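 also: phagocytic index as fraction of beads internalized from green versus red external bead signal; plate controls were DMSO negative control for no effect and cytochalasin-D positive control for full effect; some results beyond the cut were filed as inactive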
MRP-1 activ: activates MRP-1 | H69AR cells + doxorubicin, viability rescue, CellTiter-Glo | viability increase, % at 10 µM | 140,000 compounds, 0.61% hits | AID 799;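 active = viability gain under doxorubicin at or above a set limit, the compound median plus 3 SD, cut at about 4.7% in these data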;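 also: MRP-1 overexpressing cells given doxorubicin 25 µM after compound pretreatment; 18-22 h compound pretreatment then 72 h with doxorubicin before readout; 0% = doxorubicin-only wells and 100% = vehicle-treated cells without doxorubicin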
GALR2 blocker: blocks the human galanin receptor 2; O43603; GALR2-expressing cells, antagonist mode; inhibition, % at 4 µM; 140,000 compounds, 0.39% hits; in the data active = inhibition above about 27%;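 also: cells stimulated with galanin 1-16 at roughly its EC80; 0% = agonist challenge control and 100% = basal control without agonist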
Target sequence (O43603 whole entry, looked up): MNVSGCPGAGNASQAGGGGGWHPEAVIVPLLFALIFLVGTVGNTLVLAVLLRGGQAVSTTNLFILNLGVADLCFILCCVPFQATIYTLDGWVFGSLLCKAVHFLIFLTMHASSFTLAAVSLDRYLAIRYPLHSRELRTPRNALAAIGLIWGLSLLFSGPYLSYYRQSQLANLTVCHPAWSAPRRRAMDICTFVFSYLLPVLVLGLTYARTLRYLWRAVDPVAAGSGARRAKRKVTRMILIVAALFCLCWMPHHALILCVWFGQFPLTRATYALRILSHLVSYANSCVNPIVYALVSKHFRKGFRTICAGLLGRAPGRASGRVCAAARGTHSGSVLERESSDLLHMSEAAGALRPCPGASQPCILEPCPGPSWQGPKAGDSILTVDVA
HCT116 bCat-KO: beta-catenin-lacking colon tumor cell growth suppression | HCT116 beta-catenin knockout viability, CellTiter-Glo, 60 h; hits give low values | viability, % at 10 µM | 140,000 compounds, 1.5% hits;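 active = viability at or under a set limit, the compound median less 4 SD, cut at about 6% in these data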;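 also: 0% = Hyamine 1622 control at 20 µM and 100% = untreated cell control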
E-sel TNF inh: TNF alpha driven E-selectin expression inhibition; AID 1246; 120,000 compounds, 0.71% hits; inhibition, % at 2 µM; HUVEC TNFa-induced E-selectin immunofluorescence, high content;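 active = inhibition above the batch mean plus 3 SD, and confirmed as a hit on visual image review, cut at about 43% in these data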;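 also: 0% = TNF-stimulated DMSO wells and 100% = unstimulated control wells; not every result past the cut was called active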
HCT116 PTEN-null: PTEN-deleted cell growth suppression; viability, % at 10 µM; 140,000 compounds, 1.2% hits; HCT116 PTEN-null viability, CellTiter-Glo, 60 h; hits give low values;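 active = viability at or below a set limit, 4 SD under the median of all tested compounds, cut at about 3.7% in these data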;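 also: PTEN knockout HCT116 line with beta catenin targeted HCT116 as companion control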
* hit, by the source's call; . = not tested or not shown.

SMILES | NPY Y2 blocker | Yeast lifespan up | Measles CPE | BB579 growth dn | Phagocytosis inh | MRP-1 activ | GALR2 blocker | HCT116 bCat-KO | E-sel TNF inh | HCT116 PTEN-null
O=C1c2cccc3c(Nc4ccccc4Cl)c([N+](=O)[O-])cc(c23)C(=O)N1CCO | 5.4 | -21.3 | 13.6 | -39.3 | -1.7 | -1.6 | -2.6 | 78.2 | 1.0 | 74.8
O=C(/C=C\c1ccco1)Nc1nc(-c2ccccc2)cs1 | 1.9 | -8.4 | 28.6 | -29.6 | 0.7 | -2.7 | -13.8 | 73.9 | . | 90.6
Cc1cc(C)c(NS(=O)(=O)c2ccc3c(c2)NC(=O)CC(=O)N3)c(C)c1 | 1.1 | 5.6 | 3.2 | -30.1 | . | 0.1 | 11.7 | 102.1 | . | 101.2
C=CCN1C(=O)C(O)(CC(=O)c2ccc(N)cc2)c2ccccc21 (stereo unspecified) | 0.2 | -8.4 | 2.6 | -43.8 | 1.3 | -3.2 | -6.7 | 97.6 | 6.5 | 99.8
COc1ccccc1NS(=O)(=O)c1ccc(C)c(C(=O)NCC2CCCO2)c1 (stereo unspecified) | 0.7 | -14.1 | 34.0 | -54.1 | -0.5 | -0.5 | 3.9 | 102.4 | . | 100.0
Cc1cc(NC(=O)CCN2C(=O)/C(=C/c3ccccc3Cl)SC2=S)no1 | 4.8 | -4.3 | 6.4 | -12.8 | -1.0 | -3.3 | -6.9 | 79.8 | -40.5 | 88.1
O=C(Nn1cnnc1)C(c1ccccc1)c1ccccc1 | 3.3 | -1.5 | 15.6 | -31.9 | -0.5 | -1.2 | 3.9 | 96.8 | . | 83.5
C[C@H](CS)C(=O)N1CCC[C@H]1C(=O)O | -1.7 | 4.2 | 11.0 | -9.1 | . | -0.8 | -7.0 | 104.4 | . | 91.1
COc1ccc(-n2c(-c3ccccc3)nc(=S)c3c2CCCC3)cc1 | -1.3 | -10.8 | 25.2 | -21.6 | . | -3.5 | -7.0 | 75.0 | 1.7 | 73.9
Cc1ccc(-c2nc(Nc3ccccc3)n[nH]2)cc1 | -0.8 | -31.7 | 19.8 | -47.3 | -0.4 | -0.7 | 3.0 | 73.7 | -3.4 | 78.4
C=CCOc1ccc(CNc2nccs2)cc1OC | 2.2 | . | 6.0 | -30.6 | . | -0.5 | 8.2 | 100.0 | -7.1 | 99.6
CCCCNC(=O)CCC(=O)NNc1nc2ccccc2c2nc(C)nn12 | 2.8 | 2.4 | 34.9 | -22.3 | -9.1 | -3.0 | 0.2 | 97.6 | . | 101.5
COc1ccc(-n2c(SCC(=O)NNC(=O)c3ccccc3C)nnc2-c2ccncc2)cc1 | 0.2 | -1.4 | 2.6 | 2.5 | . | -2.8 | 5.1 | 92.2 | -53.8 | 96.4
COc1ccc(-c2cc(CCCC(=O)N3CCN(c4ccc(OC)cc4)CC3)no2)cc1 | -0.3 | -2.4 | 3.0 | -38.0 | -0.3 | -2.9 | -9.8 | 57.5 | 2.0 | 58.8
Cc1cc(Nc2ccc(C)c(Br)c2)n2nc(C)nc2n1 | 1.7 | -10.4 | 6.4 | -19.1 | . | -4.0 | 10.8 | 84.6 | -9.3 | 99.5
OCCn1nc2c3ccccc3nc-2n(-c2ccccc2)c1=S | 0.5 | -14.7 | 20.1 | -27.4 | -0.7 | 0.1 | -7.7 | 103.2 | -12.3 | 93.6
NC1=NC(c2ccccc2Cl)n2c(nc3ccccc32)N1 (stereo unspecified) | 4.1 | -3.6 | 6.3 | -39.4 | 0.4 | -2.3 | 10.2 | 81.1 | -2.7 | 78.8
CCOC(=O)Cc1nnc(NC(=O)CSc2nnc3c4ccccc4n(C(C)C)c3n2)s1 | 4.5 | -10.6 | 15.2 | -56.2 | . | -1.2 | -3.5 | 100.2 | -11.4 | 102.6
Cc1cc(-c2nnc(-c3ccccc3)c(-c3ccccc3)n2)c(C)o1 | 4.5 | 6.8 | 8.7 | -29.4 | -0.5 | 1.1 | -4.3 | 65.0 | -0.2 | 64.5
Cc1cc2ncn(/N=C/c3ccc(-c4ccccc4)o3)c2cc1C | 3.6 | -22.2 | 7.5 | -45.2 | -1.6 | -1.2 | -0.4 | 105.5 | -20.9 | 92.5
CCCCn1nnc(NC(=S)NC(=O)c2cccs2)n1 | 0.1 | -9.4 | 30.1 | -3.7 | -9.1 | 8.8* | 0.7 | 95.8 | -31.1 | 99.5
COC(=O)C1=C(C)N(c2ccc(Cl)cc2)/C(=C/c2cccs2)C1=O | 0.7 | 7.8 | 13.4 | -15.6 | 0.3 | -2.6 | 9.4 | 83.9 | . | 76.2
COCCOC(=O)C1=C(C)NC(=O)NC1c1c(F)cccc1Cl (stereo unspecified) | 1.5 | -5.9 | 28.1 | -18.2 | -1.0 | -2.2 | -14.5 | 99.0 | . | 95.2
CCOc1cc(/C=N/NC(=O)c2ccncc2)ccc1OS(C)(=O)=O | 0.3 | -2.6 | 3.1 | 7.4 | -4.9 | -1.4 | 25.7 | 94.3 | . | 96.5
CSc1nnc(-c2ccc(Cl)cc2Cl)o1 | 3.4 | -27.4 | 89.3* | -28.4 | . | -1.9 | 7.0 | 91.8 | -4.2 | 91.9
(cont.)
SMILES | NPY Y2 blocker | Yeast lifespan up | Measles CPE | BB579 growth dn | Phagocytosis inh | MRP-1 activ | GALR2 blocker | HCT116 bCat-KO | E-sel TNF inh | HCT116 PTEN-null
CCN(CC)CCNC(=O)c1cc2c(-c3ccc(Cl)cc3)nn(C)c2s1 | 1.6 | -8.8 | 5.7 | 14.8 | . | -6.6 | -5.7 | 1.5* | -21.0 | 1.1*
CCn1c(O)c(/C=N/NC(=O)c2ccncc2)c(=O)n(CC)c1=S | 4.1 | -2.6 | 4.5 | -1.4 | 4.0 | 2.0 | 17.3 | 87.1 | . | 96.6
Cc1nnc2sc(-c3cccc4ccccc34)nn12 | 1.9 | -28.8 | 5.5 | -3.2 | -0.3 | 0.3 | 7.6 | 111.6 | 1.8 | 102.2
O=C(CN1C(=O)c2cccc3cccc1c23)Nc1ccccc1C(=O)NCc1ccco1 | 0.6 | . | 5.8 | -4.4 | . | -2.9 | 17.7 | 78.9 | -7.9 | 70.6
CCC(OC(=O)c1cccs1)C(=O)NCc1ccco1 (stereo unspecified) | 1.3 | -2.1 | 17.0 | -38.1 | -0.8 | -1.2 | 2.1 | 106.0 | -30.9 | 97.0
CSCCC(NS(=O)(=O)c1ccc(Cl)cc1)C(=O)OCc1cccc(Cl)c1 (stereo unspecified) | 0.1 | 18.9 | 9.2 | -32.3 | -5.4 | -2.9 | 17.4 | 86.2 | 2.0 | 93.5
Fc1ccc(NC(=S)NCCc2ccccc2)c(F)c1F | 5.1 | -17.6 | 5.9 | 11.7 | . | -0.9 | -7.9 | 77.9 | -23.5 | 82.9
COc1ccc(/C=N/NC(=O)C(=O)/C=C2\NC3(CCCC3)Cc3ccccc32)cc1 | 2.7 | -3.0 | 9.2 | -11.2 | -4.3 | 1.0 | 13.1 | 69.8 | . | 58.4
N#CCC(CNc1ncc(C(F)(F)F)cc1Cl)OC(=O)c1ccc(Cl)cc1Cl (stereo unspecified) | 1.0 | -22.1 | 4.3 | -40.7 | 0.0 | -4.4 | 3.6 | 63.9 | -29.6 | 62.7
Cc1ccc(OCc2nnnn2-c2ccccc2)cc1 | 1.4 | -2.8 | 7.8 | -21.2 | -4.8 | 2.3 | -21.0 | 87.5 | . | 93.8
O=C1CN2C(=Nc3ccc(Br)cc3C2c2ccccc2)CCN1 (stereo unspecified) | 1.2 | -7.0 | 1.6 | 8.2 | -1.1 | -1.2 | -9.8 | 77.1 | . | 71.2
CC(C)NC(=O)Cn1c(SCC(=O)N2c3ccccc3CC2C)nc2ccccc21 (stereo unspecified) | -0.2 | -5.0 | 19.9 | -40.1 | -0.5 | -2.7 | 5.7 | 99.3 | 2.1 | 94.6
COc1ccc(CN(CC(=O)NCc2ccco2)C(=O)CCC(=O)Nc2ccccn2)cc1 | 3.2 | -2.4 | 4.0 | -25.0 | 0.3 | -3.1 | -14.8 | 99.6 | 0.6 | 84.6
Fc1ccccc1COc1ccc(/C=N/n2cnnc2)cc1 | 7.7 | -10.9 | 15.9 | -7.4 | -0.3 | -0.2 | 14.3 | 95.5 | -19.4 | 85.6
Cc1ccc(S(=O)(=O)N(C)C)cc1NC(=O)/C=C/c1cccs1 | 2.0 | 3.2 | 8.1 | -48.0 | -3.5 | -0.4 | 10.9 | 97.8 | . | 97.7
CCN1C(=O)NC(c2cc(Br)ccc2OC)C(C(=O)OC)=C1C (stereo unspecified) | 4.2 | -4.4 | 4.6 | -37.8 | . | -2.2 | 8.0 | 87.4 | -17.1 | 84.0
CCCCCCCC(=O)NN1CCOCC1 | 1.2 | -1.1 | 23.6 | -22.1 | . | 0.2 | 0.2 | 104.5 | 2.1 | 106.7
COc1ccc(C2c3cc(OC)c(OC)cc3CCN2C2CC(=O)N(c3ccccc3)C2=O)cc1OC (stereo unspecified) | 2.9 | -2.7 | 11.6 | -5.0 | . | -2.7 | 0.6 | 100.9 | 11.3 | 100.9
CCOc1cc(S(=O)(=O)N2CCC(Cc3ccccc3)CC2)c(OCC)cc1-n1cnnn1 | 5.4 | -8.3 | 10.8 | -33.7 | -0.2 | -3.7 | 3.0 | 91.6 | -2.1 | 88.5
CC(C)CCNC(=O)C1CCN(S(=O)(=O)c2ccc3c(c2)CCC(=O)N3)CC1 | 0.5 | -7.3 | 14.4 | 1.6 | -0.8 | -0.8 | -2.1 | 96.7 | 5.4 | 93.8
COc1cccc(C2/C(=C(/O)c3ccccc3)C(=O)C(=O)N2CCCC(=O)O)c1 (stereo unspecified) | 0.4 | -11.5 | 5.9 | -41.6 | -1.6 | -2.1 | 7.5 | 88.3 | 6.3 | 93.7
CN(C)[C@@H]1C(=O)C(C(N)=O)=C(O)[C@@]2(O)C(=O)C3=C(O)c4c(O)ccc(Cl)c4[C@@H](O)[C@H]3C[C@@H]12 | 1.6 | 5.6 | 2.6 | -6.0 | . | -2.1 | 13.4 | 79.4 | . | 64.4
CC(O)c1nc2ccccc2n1Cc1ccc([N+](=O)[O-])cc1 (stereo unspecified) | 0.8 | 4.4 | 3.7 | 4.8 | 0.9 | -1.4 | -1.1 | 87.7 | . | 90.0
CS(=O)(=O)Nc1ccc(C(=O)NCc2cccnc2)cc1 | -1.5 | -4.4 | 16.4 | 2.9 | -1.7 | -0.6 | 7.2 | 90.2 | -3.9 | 93.1
O=C(/N=C1/c2ccccc2CN1c1ccccc1)Nc1ccccc1 | 3.6 | 6.2 | 10.8 | -21.6 | -12.0 | -1.3 | 9.7 | 92.2 | . | 93.0
COc1ccc2c(CC#N)c[nH]c2c1 | 0.1 | -15.3 | 6.7 | -57.3 | -0.1 | -0.3 | 13.7 | 91.8 | 49.1 | 94.4
